ST2 inh: inhibitors of human ST2 (IL1RL1) binding to IL-33, primary screen, biochemical, AlphaLISA | Interleukin-1 receptor-like 1 (Homo sapiens), Q01638 | AlphaLISA ST2-Fc/biotin-IL-33 interaction, 1 h | inhibition, % for hits at 17 µM | 2.3% of 78,000 active | AID 1259354, 2018; in the data active = inhibition above about 30%; inconclusive = mostly about 10% to 28%
Target sequence (Q01638 whole entry, looked up): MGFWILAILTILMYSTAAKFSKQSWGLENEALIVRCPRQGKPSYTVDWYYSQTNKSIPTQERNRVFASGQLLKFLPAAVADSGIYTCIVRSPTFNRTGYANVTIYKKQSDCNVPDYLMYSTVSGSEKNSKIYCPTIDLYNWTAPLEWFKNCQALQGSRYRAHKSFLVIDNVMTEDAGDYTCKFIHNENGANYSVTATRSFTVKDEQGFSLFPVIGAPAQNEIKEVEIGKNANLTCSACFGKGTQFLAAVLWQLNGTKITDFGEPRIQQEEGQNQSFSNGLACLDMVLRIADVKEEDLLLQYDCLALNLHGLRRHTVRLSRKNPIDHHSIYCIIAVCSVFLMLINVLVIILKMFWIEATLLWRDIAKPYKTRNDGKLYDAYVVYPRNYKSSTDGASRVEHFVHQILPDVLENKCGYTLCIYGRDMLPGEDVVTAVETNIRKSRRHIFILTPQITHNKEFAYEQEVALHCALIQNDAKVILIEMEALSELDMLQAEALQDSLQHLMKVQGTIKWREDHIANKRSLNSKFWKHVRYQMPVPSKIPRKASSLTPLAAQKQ
An asterisk follows results filed as active; i = inactive; ? = inconclusive; ! = not confirmed by another sample. This is a subset; rates above refer to the full screens.

SMILES	ST2 inh
O=C(Cn1cnc2c(cnn2-c2ccccc2)c1=O)Nc1ccc(Cl)c(Cl)c1	i
C=CCOc1ccc(C2N3CC4(CCC)CN2CC(CCC)(C3)C4=O)cc1 (stereo unspecified)	i
CC(=O)NCCNc1cc(C)nc(-c2ccccc2)n1	i
Cc1nonc1OCCNC(=O)C1(N2CCCCC2)Cc2ccccc2C1	i
Cc1nn(Cc2ccccc2)c2c1C(c1ccc(C#CCO)s1)CC(=O)N2 (stereo unspecified)	i
COc1cc2nc(-c3ccc(N4C(=O)CCC4=O)cc3)oc(=O)c2cc1OC	i
CC1(C)CC(=O)C2=C(C1)Nc1nc(SCc3ccccc3Cl)[nH]c(=O)c1C2c1cccnc1 (stereo unspecified)	i
Cc1cc(C)cc(N2CCN(C(=O)CC3NC(=O)NC3=O)CC2=O)c1 (stereo unspecified)	i
Cc1cccc(C(=O)O/N=C(/N)c2cccnc2)c1	?
O=C(O)Cc1ccc(NCc2ccc(Cl)cc2)cc1	i
Cc1cccc2oc(-c3cccc(N=Cc4cc([N+](=O)[O-])cc([N+](=O)[O-])c4O)c3)nc12	i
Cc1cc(N(C)C)nc(Nc2ccc(NC(=O)CC3CCCC3)cc2)n1	i
Cn1c(C2CCC2)nc2cc(C(=O)N3CCc4sccc4C3)cc(NC(=O)C3CCCO3)c21 (stereo unspecified)	i
COc1ccc(-c2nnc(NC(=O)c3ccc(S(=O)(=O)N(C)C4CCCCC4)cc3)o2)cc1	i
CC(=O)Nc1cc(O)cc(O)c1	i
O=C(O)C1CSC(c2ccccc2Cl)N1C(=O)c1ccc(Cl)cc1 (stereo unspecified)	?
NCCSC12CC3CC(CC(C3)C1)C2	i
Cc1cc(Cl)ccc1NC1=NS(=O)(=O)c2cc([N+](=O)[O-])ccc21	?
Cc1ccc(S(=O)(=O)Nc2ccc(Cl)c3cccnc23)cc1	?
COc1cccc(-n2cc(C(=O)NCCC(=O)N(C)C3CCCCC3)c3ccccc3c2=O)c1	i
O=C1Nc2ccc(-c3ccsc3)cc2C(=O)N2CC[C@H](NS(=O)(=O)c3cccs3)[C@@H]12	i
CCc1ncc2c(n1)CN(C(=O)C(c1ccccc1)c1ccccc1)C2	i
COc1cc(C(=O)Nc2ccc(S(=O)(=O)Nc3ccc(F)cc3)cc2)cc(OC)c1OC	?
CN(Cc1ccccc1)c1ncnc2c1cnn2-c1ccc(Cl)cc1	?
Cc1[nH]c(=O)[nH]c(=O)c1S(=O)(=O)N1CCCC(C)C1 (stereo unspecified)	i
CC1CCN(C(=O)Cn2c(=O)n(CC3CCC(C(=O)NC(C)C)CC3)c(=O)c3sccc32)CC1 (stereo unspecified)	i
CN1C[C@@H](NC(=O)NCc2ccccc2)C[C@H]1c1nc(-c2ccccc2)no1	i
CCN1Cc2nc(OC)c(CNC(=O)C3COCCO3)cc2C1=O (stereo unspecified)	i
CN1CCCn2nc(C(=O)NC3CCN(Cc4cccc(O)c4)CC3)cc2C1	?
CC1(C)CC(=O)C2=C(C1)Nc1nc(SCc3ccccc3Cl)nn1C2c1ccncc1 (stereo unspecified)	42%*!
COC(=O)C1=C(C)Nc2nc(SCc3ccccc3)[nH]c(=O)c2C1c1ccc(OC)cc1 (stereo unspecified)	i
O=C(C1CCCCC1)N1CCN(c2cccc(Cl)c2)CC1	i
CN(C)CCNC(=O)c1cc2c(-c3ccc(Cl)cc3)nn(C)c2s1	?
N/C(=N/OC(=O)c1ccccc1[N+](=O)[O-])c1ccccn1	i
COC(=O)c1ccc(CN2CCCCC2C(=O)Nc2ccc(Oc3cccnc3)cc2)cc1 (stereo unspecified)	i
Cc1ccc(NC(=O)Cc2c(C(=O)O)[nH]c3ccc(Cl)cc23)c(Cl)c1	?
O=C(ON1C(=O)c2ccccc2C1=O)c1ccccc1[N+](=O)[O-]	i
COCCn1cc(C(=O)NCc2ccccn2)c2c3ccccc3n(C)c2c1=O	i
COc1cc2c(cc1OC)C(C(=O)Nc1ccccc1F)C(c1ccccc1F)N(C)C2=O (stereo unspecified)	i
CN(Cc1cc2n(n1)CCNC2)Cc1nc2ccccc2c(=O)[nH]1	i
O=c1oc(-c2ccco2)nc2ccc(Br)cc12	?
CCc1[nH]c2c(CNC(=O)CCn3ccnc3CC)cc(C)cc2c1C	i
Fc1ccc(-n2nc3ccc4nonc4c3n2)cc1	?
O=C(Cn1nc(-c2ccccc2)ccc1=O)NCCN1CCC(Cc2ccccc2)CC1	i
COc1ccc(CCNC(=O)c2sc3nc(-c4ccc(F)cc4)ccc3c2N)cc1OC	?
CCCc1nc2nc[nH]n2c(=O)c1NC(=O)Nc1ccc2c(c1)OCCO2	?
COc1ccc(C2SCCN2S(=O)(=O)c2ccc(C)c([N+](=O)[O-])c2)cc1Br (stereo unspecified)	?
COc1cc2ccccc2cc1C(=O)Nc1sc2c(c1C(N)=O)CC(C)CC2 (stereo unspecified)	?
NS(=O)(=O)CCCC(=O)N1CCCC(CCc2c(F)cccc2F)C1 (stereo unspecified)	i
c1ccc(Oc2ccc(-n3nnnc3N3CC(c4ccncc4)C3)cc2)cc1	i

(next part)
SMILES	ST2 inh
CS(=O)(=O)NCc1nc2cccnc2n1Cc1ccc(Cl)cc1	i
CCc1noc(C)c1C(=O)NCc1cccnc1Oc1ccc(C)nc1	i
Cc1ccc(C)c(NC(=O)CCn2cc(-c3sccc3C)nn2)c1	i
CC1(C)CC(=O)C2=C(C1)OC1=C(C(=O)CC(C)(C)C1)C2c1ccccc1C(F)(F)F	?
O=[N+]([O-])c1cccnc1NCc1ccccc1	39%*
CC1CCN(C(=O)Cc2c(C(=O)O)[nH]c3ccccc23)CC1	i
CCOc1ccc(S(=O)(=O)N(CC(=O)Nc2cc(C)ccc2OC)c2ccccc2)cc1	i
CN(C)C(CNC(=O)Nc1nnc(C(F)(F)F)s1)c1ccccn1 (stereo unspecified)	i
O=C(NC(Nc1ccc([N+](=O)[O-])cc1)C(=O)c1ccccc1)c1ccccc1 (stereo unspecified)	i
COCC1(N(C)C(=O)CCNC(=O)c2ccc(F)cc2)CC1	i
CCN1C(=O)c2cccc3cccc(c23)C1=O	i
O=[N+]([O-])c1ccc(-c2nc(NCCN3CCOCC3)c3ccccc3n2)cc1	?
CC(C)(C)c1cc(CNC(=O)c2cccc(OC3CCN(C(=O)C4CC4)CC3)c2)[nH]n1	i
COC(=O)[C@H](NC(=O)[C@@]1(O)C[C@@H](O)[C@H](O)[C@@H](NC(=O)CC2(CC(=O)O)CCCC2)C1)C(C)C	?
Cc1cc(N)c2ccccc2n1	i
c1ccc2c(c1)CCC21CCN(Cc2cc3n(n2)CCNC3)CC1	?
Cc1cc(C(=O)Nc2ccc(Br)c3cccnc23)ccc1[N+](=O)[O-]	?
CCOC(=O)CSc1nc2c(c(=O)n1-c1ccc(Br)cc1)SCC2	?
COc1ccc(I)cc1S(=O)(=O)NCCN1CCOCC1	i
CC(C)NC(=O)C1CCC(Cn2c(=O)c3sccc3n(CC(=O)NCc3ccco3)c2=O)CC1 (stereo unspecified)	i
Cc1[nH]c2ccc(CNC(=O)C3CCCN(c4ccccn4)C3)cc2c1C (stereo unspecified)	i
Cc1ccc(C(C)(C)C)c(OCCN2CCOCC2)c1	i
COc1ccc2cc3cc(C(=O)N(C)c4cccc(C)c4)oc3nc2c1	?
COc1ccc(CN2CCN(c3ccccc3)CC2)c(OC)c1OC	i
CCCC(NC(=O)C1CNC1)c1ccccc1 (stereo unspecified)	?
CCN(CC)CCCNC(=O)c1ccc2c(Cl)c3c(nc2c1)CCCC3	i
CCc1nc(SCC(=O)NC(c2ccncc2)c2ccccc2C)n[nH]1 (stereo unspecified)	i
CCCN(Cc1cccc([N+](=O)[O-])c1)CC1CC1	96%*
O=C(c1ccc(N2CCC(NCC3C4CC5CC(C4)CC3C5)CC2)cc1)N1CCCC(CO)C1 (stereo unspecified)	?
COCCCN1C(=O)N(Cc2ccccn2)C(=O)C12CCN(Cc1nccs1)CC2	i
O=C(c1c[nH]c2ccc(S(=O)(=O)Nc3ccccc3F)cc2c1=O)N1CCOCC1	i
COc1ccccc1Cn1c(CNS(=O)(=O)c2ccc(CC(C)C)cc2)nc2cccnc21	i
O=C(CCSc1nc2ccccc2o1)Nc1ccccc1	?
Cc1nn(C)c(Cl)c1CN1CCc2c([nH]c3ccccc23)C1c1nc2ccccc2n1C (stereo unspecified)	?
O=C(c1cccc(C(F)(F)F)c1)N1CCN(S(=O)(=O)c2cc3c4c(c2)CCN4C(=O)CC3)CC1	i
CCCN1CCN(C(=O)c2oc3ccc(S(=O)(=O)N4CCOCC4)cc3c2C)CC1	i
CCn1ccnc1CNC(=O)COc1c(C)ccc(C)c1C	?
CCC1Oc2ccc(C)cc2N(Cc2ccc(F)cc2)C1=O (stereo unspecified)	i
O=S(=O)(NCc1nc2cccnc2n1Cc1ccc(Cl)cc1)c1ccccc1	i
CCc1nc(C)ccc1OCC(=O)N1C[C@H](N)C[C@H]1C(=O)NC	i
CN1CC(=O)N2CCN(S(=O)(=O)c3cc4ccccc4o3)CC2C1=O (stereo unspecified)	i
Cc1nnc2n1N=C(c1ccc(Br)cc1)CS2	i
Cc1ccc(-c2csc(NC(=O)c3cccnc3)n2)cc1	?
CC1=C(C(=O)Nc2ccccn2)C(c2ccc(C)cc2)C2=C(CC(C)(C)CC2=O)N1 (stereo unspecified)	?
Cc1ccc(N2NC(=O)/C(=C/c3ccc(N(C)C)c(Br)c3)C2=O)cc1Cl	i
CC(CNC(=O)CCc1c[nH]c2ccccc12)n1cncn1 (stereo unspecified)	?
COc1ccc(Nc2nc(Cl)nc(Nc3ccc(OC)cc3OC)n2)c(OC)c1	i
COc1cccc(N2CCN(Cc3ccco3)CC2)c1	?
CCN(CC)CCCN1C(=O)C(=O)C(=C(O)c2ccccc2)C1c1cccc([N+](=O)[O-])c1 (stereo unspecified)	i
CC(Oc1ccc(Cl)cc1Cl)C(=O)Nc1cccnc1 (stereo unspecified)	i

Continued; the last 2 above are carried over.
SMILES	ST2 inh
CCN(CC)CCCN1C(=O)C(=O)C(=C(O)c2ccccc2)C1c1cccc([N+](=O)[O-])c1 (stereo unspecified)	i
CC(Oc1ccc(Cl)cc1Cl)C(=O)Nc1cccnc1 (stereo unspecified)	i
C=CCNC(=O)CN(c1cccc(Cl)c1)S(=O)(=O)c1ccccc1	i
O=C(CCCn1c(=O)[nH]c2ccc(Br)cc2c1=O)NCCc1ccc(Cl)cc1	i
O=C1C(=O)N(Cc2cccnc2)C(c2cccc([N+](=O)[O-])c2)C1=C(O)c1ccc(F)cc1 (stereo unspecified)	?
O=C(c1ccccc1)n1ccc2ccccc21	i
CN(CCc1cnn(C)c1)C(=O)c1cc(COc2ccc3c(c2)OCO3)[nH]n1	i
Cc1cnccc1NCCNC(=O)c1cn(CC2CCCNC2)nn1 (stereo unspecified)	i
O=C(CNS(=O)(=O)c1ccc(Br)s1)N1CCC(Cc2ccccc2)CC1	i
C=CCN1C(=O)CSc2ccc(C(=O)OCC)cc21	i
CCOc1ccc(N2C(=O)CC(NCCc3cccc(F)c3)C2=O)cc1 (stereo unspecified)	i
CCC1Oc2ccccc2N(CC(=O)NCCN(CC)c2ccccc2)C1=O (stereo unspecified)	?
Cc1ncsc1CCc1nc(C2CC2)nn1-c1ccccn1	i
Cc1ccc(-c2nnc([C@H]3CCN(Cc4cn(C)c5ccccc45)C3)o2)cc1	i
Clc1ccccc1OCCCCN1CCNCC1	i
O=C(Nc1ccc(N2CCOCC2)cc1)c1ccccc1	i
CCCNC(=O)C(C)Sc1nc2nc(C)cc(C)n2n1 (stereo unspecified)	i
CC(=O)Cc1nsc(NCc2ccco2)n1	i
CCn1c(C2CCCN(C(=O)CCc3c(C)nn(C)c3C)C2)nn(C)c1=O (stereo unspecified)	?
O=C(Nc1ccc(Cl)cc1Cl)c1ccccc1	i
Cc1ccc(-n2c(=O)c3sccc3n(CC(=O)NCC3CCCO3)c2=O)cc1F (stereo unspecified)	?
Cc1ccc(-c2nccn2CC2CC2)c(F)c1	i
O=C(Nc1cccc(NC(=O)c2ccccc2Cl)c1)c1cccc(I)c1	i
CCCc1[nH]nc2c1C(c1ccc(Br)cc1)C(C#N)=C(N)O2 (stereo unspecified)	i
C/C(=C\C(=O)c1ccc(Cl)cc1)Nc1ccccc1O	30%*
O=C(COc1ccc([N+](=O)[O-])cc1)Nc1cccc(F)c1	i
CN(C)CCNC(=O)c1ccc2c(c1)N(C)C(=O)c1ccccc1S2	i
CC1CCCN(C(=O)Nc2cccc(NC(=O)N3CCCC(C)C3C)c2)C1C (stereo unspecified)	i
CC(C)(O)c1cn(C2CCN(C(=O)C3(C(F)(F)F)CC3)CC2)nn1	i
COC(=O)C1=C(C)NC2=C(C(=O)CC(c3cccs3)C2)C1c1ccc(C)o1 (stereo unspecified)	?

Structures listed so far containing an aryl methoxy group:
SMILES	ST2 inh
COc1cc2nc(-c3ccc(N4C(=O)CCC4=O)cc3)oc(=O)c2cc1OC	i
COc1ccc(-c2nnc(NC(=O)c3ccc(S(=O)(=O)N(C)C4CCCCC4)cc3)o2)cc1	i
COc1cccc(-n2cc(C(=O)NCCC(=O)N(C)C3CCCCC3)c3ccccc3c2=O)c1	i
COc1cc(C(=O)Nc2ccc(S(=O)(=O)Nc3ccc(F)cc3)cc2)cc(OC)c1OC	?
CCN1Cc2nc(OC)c(CNC(=O)C3COCCO3)cc2C1=O (stereo unspecified)	i
COC(=O)C1=C(C)Nc2nc(SCc3ccccc3)[nH]c(=O)c2C1c1ccc(OC)cc1 (stereo unspecified)	i
COc1cc2c(cc1OC)C(C(=O)Nc1ccccc1F)C(c1ccccc1F)N(C)C2=O (stereo unspecified)	i
COc1ccc(CCNC(=O)c2sc3nc(-c4ccc(F)cc4)ccc3c2N)cc1OC	?
COc1ccc(C2SCCN2S(=O)(=O)c2ccc(C)c([N+](=O)[O-])c2)cc1Br (stereo unspecified)	?
COc1cc2ccccc2cc1C(=O)Nc1sc2c(c1C(N)=O)CC(C)CC2 (stereo unspecified)	?
CCOc1ccc(S(=O)(=O)N(CC(=O)Nc2cc(C)ccc2OC)c2ccccc2)cc1	i
COc1ccc(I)cc1S(=O)(=O)NCCN1CCOCC1	i
COc1ccc2cc3cc(C(=O)N(C)c4cccc(C)c4)oc3nc2c1	?
COc1ccc(CN2CCN(c3ccccc3)CC2)c(OC)c1OC	i
COc1ccccc1Cn1c(CNS(=O)(=O)c2ccc(CC(C)C)cc2)nc2cccnc21	i
COc1ccc(Nc2nc(Cl)nc(Nc3ccc(OC)cc3OC)n2)c(OC)c1	i
COc1cccc(N2CCN(Cc3ccco3)CC2)c1	?

Assay outcomes (PubChem BioAssay)
